Source: PubChem
AGP1-GFP MLPCN: yeast TOR pathway AGP1-GFP modulation. S. cerevisiae AGP1-GFP multiplex flow cytometry, 3 h; GFP as percent of DMSO wells. GFP response vs DMSO, % at 10 µM. 320,000 compounds, 0.02% hits. AID 2066;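 active = GFP response relative to DMSO above a set limit, near screen average plus 3 SD, cut at about 150% in these data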;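 note: median GFP channel fluorescence of the gated AGP1 strain per well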
MEP2 TOR yeast: modulators of TOR pathway MEP2-GFP in S. cerevisiae | S. cerevisiae MEP2-GFP strain, flow cytometry GFP, 3 h; 100% = DMSO control level | GFP response vs DMSO, % at 10 µM | 330,000 compounds, 0.51% hits;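 active = GFP response versus DMSO above a set limit, roughly screen mean plus 3 SD, cut at about 180% in these data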;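 note: median GFP fluorescence of the barcode-gated MEP2-GFP cells per well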
GASC-1 inh: human JMJD2C demethylase inhibition; 330,000 compounds, 0.069% hits; inhibition, % at 2.35 µM; GST-JMJD2C(1-420) H3K9me3 demethylation, DELFIA europium; Q9H3R0;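 active = more than half of a compound's replicate wells show inhibition beyond 50%, single wells judged on their own value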;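 note: signal counts dimethyl H3K9 product captured on neutravidin plate; 0% = median of DMSO wells and 100% = 0.3 times that DMSO median; strong numbers were not always called active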
RPL19A TOR yeast: alters RPL19A-GFP fluorescence in TOR pathway yeast screen. S. cerevisiae RPL19A-GFP strain, flow cytometry, 3 h; hits give low values. percent response vs DMSO, % at 10 µM. AID 2025. 330,000 compounds, 0.3% hits;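 active = percent response vs DMSO below 50%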;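 note: median channel GFP fluorescence of the barcoded RPL19A-GFP strain; ratio of sample median GFP to plate DMSO average so 100% = DMSO; lower means less RPL19A-GFP as with rapamycin TOR inhibition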
GRK2 inh: inhibitors of human GRK2 displacing RNA aptamer; P25098; bead flow cytometry, FAM-aptamer displacement from GRK2; inhibition of aptamer binding, % at 10 µM; 330,000 compounds, 0.59% hits; AID 488847;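 active = inhibition of aptamer binding above 40%, roughly 3 SD of noise, on plates passing a quality check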;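 note: median bead fluorescence of bound FAM aptamer so fluorescent compounds give negative values; no value below 0 was filed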
Target sequence (P25098 whole entry, looked up): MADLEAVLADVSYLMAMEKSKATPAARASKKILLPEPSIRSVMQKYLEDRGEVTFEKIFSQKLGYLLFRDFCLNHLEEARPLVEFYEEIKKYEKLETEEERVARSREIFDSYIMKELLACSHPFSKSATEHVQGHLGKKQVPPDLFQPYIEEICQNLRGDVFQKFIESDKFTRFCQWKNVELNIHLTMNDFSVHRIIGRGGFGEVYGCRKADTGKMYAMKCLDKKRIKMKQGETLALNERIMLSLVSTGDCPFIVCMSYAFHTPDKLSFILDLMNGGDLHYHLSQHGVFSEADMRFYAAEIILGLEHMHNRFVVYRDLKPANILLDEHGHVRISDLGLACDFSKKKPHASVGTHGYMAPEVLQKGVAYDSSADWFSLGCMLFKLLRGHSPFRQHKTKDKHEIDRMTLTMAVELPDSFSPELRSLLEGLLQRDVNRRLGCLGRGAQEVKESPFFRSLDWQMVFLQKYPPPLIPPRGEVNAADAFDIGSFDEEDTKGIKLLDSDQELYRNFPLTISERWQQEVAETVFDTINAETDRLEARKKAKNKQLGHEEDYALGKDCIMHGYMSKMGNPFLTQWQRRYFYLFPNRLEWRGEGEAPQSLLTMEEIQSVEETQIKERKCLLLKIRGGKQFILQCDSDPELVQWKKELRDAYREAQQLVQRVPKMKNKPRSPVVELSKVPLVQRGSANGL
CIT2-GFP yeast: modulators of TOR pathway CIT2-GFP in S. cerevisiae; S. cerevisiae CIT2-GFP strain, flow cytometry, 3 h; 100 means same as DMSO wells; GFP response vs DMSO, % at 10 µM; 320,000 compounds, 0.065% hits; AID 2029;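 active = GFP response relative to DMSO above a set limit, near the screen mean plus 3 SD, cut at about 150% in these data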;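 note: ratio of well median GFP fluorescence to mean of DMSO wells on the plate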
VLA-4 inh: inhibition in a human VLA-4 binding assay. P13612. VLA-4 expressing cells, ligand binding flow cytometry. inhibition, % (about 7 µM as worked out from the volumes in the protocol). 330,000 compounds, 0.2% hits. AID 2557; in the data active = inhibition above about 50%
LAP4-GFP MLPCN: alters LAP4-GFP fluorescence in TOR pathway yeast screen | S. cerevisiae LAP4-GFP multiplex, flow cytometry GFP, 3 h; median GFP as percent of DMSO wells | GFP response vs DMSO, % at 10 µM | 320,000 compounds, 0.34% hits | AID 2023;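 active = GFP response vs DMSO above a set limit, about the screen mean plus 3 SD, cut at about 150% in these data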
An asterisk follows results filed as active; . = not tested or not shown; & = joins results of further samples.

SMILES	AGP1-GFP MLPCN	MEP2 TOR yeast	GASC-1 inh	RPL19A TOR yeast	GRK2 inh	CIT2-GFP yeast	VLA-4 inh	LAP4-GFP MLPCN
COC(=O)C1(C(F)(F)F)N=C2Sc3ccccc3N2C(N2CCOCC2)=N1 (stereo not drawn)	103	96	27&-4	101	1	112	-4	94
COc1cccc(N=Nc2ccc3cccnc3c2O)c1	105	112	-31	99	1	146	9	166*
CC1CCCN(CC(O)COCC2COc3ccccc3O2)C1 (stereo not drawn)	110	105	19	104	1	101	18	111
CCOc1cc(CNCCSc2nnnn2C)cc(Br)c1OCc1ccccc1	104	110	-36	109	0	100	14	115
CCc1noc(C)c1C(=O)NNC(=O)c1cc(OC)c(OC)c(OC)c1	106	103	0	100	0	100	-7	101
Nc1nc(CN2CCN(c3ccccn3)CC2)nc(Nc2ccc(F)cc2)n1	94	97	-4	97	2	100	-7	93
CCCCn1c(N)c(N(CCOC)C(=O)Cn2c(=O)cnc3ccccc32)c(=O)[nH]c1=O	97	100	-4	97	3	91	1	97
CCOC(=O)NC(=O)C(=CNc1ccc(C)cc1)C(=O)NC(=O)OCC	100	99	-4	101	5	104	8	96
COc1ccc(NC(=O)CCC(=O)c2cccs2)cc1S(=O)(=O)Nc1ccccc1Cl	97	100	4	103	0	100	-3	102
CCCOc1ccc(C(=O)Nc2ccc(S(=O)(=O)Nc3onc(C)c3C)cc2)cc1	94	96	6	93	4	90	-4	101
Cc1ccnc(NC(=O)C2CCN(S(=O)(=O)c3ccc(C)c(C)c3)CC2)c1	109	104	-2	100	2	101	10	108
O=C(CSCc1cccc(Cl)c1)N/N=C/c1ccc(OCC(=O)N2CCCCC2)cc1	105	105	-16	101	0	107	-1	107
CCc1nnc(NS(=O)(=O)c2ccc(NC(=S)NC(=O)/C=C/c3ccc([N+](=O)[O-])cc3)cc2)s1	108	103	-9	103	7	110	-7	112
COc1ccc(NC(=O)CSc2nnc(Cn3c(=O)sc4ccccc43)n2C)cc1OC	105	109	0	99	2	95	-1	102
CN(C)c1ccc(NC(=O)CC2NCCNC2=O)cc1 (stereo not drawn)	106	96	2	102	4	109	4	97
CCc1c(C(=O)N/N=C/c2ccsc2)csc1C	108	110	-5	93	0	95	20	121
O=C(Cc1ccccc1Cl)Nc1cccc(S(=O)(=O)N2CCCCCC2)c1	104	93	7	99	0	101	7	96
O=C1CCCC2=C1C1(CCCC1)N=C(Nc1nc3ccccc3s1)N2	110	105	4	100	2	111	3	112
O=C1COc2ccc(C(=O)COC(=O)CCOc3ccccc3)cc2N1	99	97	-10	98	3	100	28	105
COCCCn1c(C)nnc1SCC(=O)Nc1ccc(C(C)=O)cc1	110	113	-2	107	0	112	-1	99
CN(C)c1ccc(CN2CCC(C(N)=O)CC2)cc1	90	94	13	101	5	94	-8	91
CN(C)S(=O)(=O)c1cccc(NC(=O)COC(=O)CCSc2ccc(Cl)cc2)c1	96	98	-2	95	2	100	-13	96
O=S(=O)(Nc1nc2ccccc2nc1Nc1ccc2c(c1)OCO2)c1ccccc1	98	99	-4	99	2	108	-6	92
CC1(C)SC[C@H](C(=O)Nc2cccc(Cl)c2)N1C=O	106	103	10	101	0	109	-3	109
COc1cc(-c2noc(C)c2/C=C/c2ccc(N)cc2)cc(OC)c1OC	100	101	-7	111	0	96	5	115

Profiles as entered above:
COc1cccc(N=Nc2ccc3cccnc3c2O)c1 reads AGP1-GFP MLPCN = 105; MEP2 TOR yeast = 112; GASC-1 inh = -31; RPL19A TOR yeast = 99; GRK2 inh = 1; CIT2-GFP yeast = 146; VLA-4 inh = 9; LAP4-GFP MLPCN = 166*
CCc1noc(C)c1C(=O)NNC(=O)c1cc(OC)c(OC)c(OC)c1 reads AGP1-GFP MLPCN = 106; MEP2 TOR yeast = 103; GASC-1 inh = 0; RPL19A TOR yeast = 100; GRK2 inh = 0; CIT2-GFP yeast = 100; VLA-4 inh = -7; LAP4-GFP MLPCN = 101

Three entries already listed, sorted by count of non-hydrogen atoms, lowest first.
SMILES	AGP1-GFP MLPCN	MEP2 TOR yeast	GASC-1 inh	RPL19A TOR yeast	GRK2 inh	CIT2-GFP yeast	VLA-4 inh	LAP4-GFP MLPCN
O=C1CCCC2=C1C1(CCCC1)N=C(Nc1nc3ccccc3s1)N2	110	105	4	100	2	111	3	112
COC(=O)C1(C(F)(F)F)N=C2Sc3ccccc3N2C(N2CCOCC2)=N1 (stereo not drawn)	103	96	27&-4	101	1	112	-4	94
O=S(=O)(Nc1nc2ccccc2nc1Nc1ccc2c(c1)OCO2)c1ccccc1	98	99	-4	99	2	108	-6	92

Next records
SMILES	AGP1-GFP MLPCN	MEP2 TOR yeast	GASC-1 inh	RPL19A TOR yeast	GRK2 inh	CIT2-GFP yeast	VLA-4 inh	LAP4-GFP MLPCN
COc1cc(C(=O)N2CCN(C(=O)Cc3ccccc3)CC2)cc(OC)c1OC	101	115	-6	106	4	99	9	97
CC(C)(C)c1ccc(S(=O)(=O)N2CCCCC2C(=O)NCc2ccccn2)cc1 (stereo not drawn)	101	107	-3&-6	98	0	98	42	97
COc1ccc(NC(=O)CN(C)C(=O)c2c(C)nn(Cc3ccccc3)c2C)cc1	99	98	-2	104	3	94	-1	101
CCOC(=O)C1CCN(S(=O)(=O)c2ccc3c4c2CC(=O)N4CC(C)S3)CC1 (stereo not drawn)	105	102	7	106	8	98	4	109
CC1CCCC(C)N1C(=O)COC(=O)CNC(=O)c1ccccc1 (stereo not drawn)	98	102	-10	98	0	104	9	98
CC1(C)Cc2c(cnn2-c2ccccc2)C(NC(=O)CCc2ccc(=O)[nH]n2)C1 (stereo not drawn)	99	105	-28	100	0	93	10	109
CCOC(=O)c1cc(-c2ccc(OC)cc2)n(CCC(=O)NC2CCN(Cc3ccccc3)CC2)c1C	101	100	1	99	0	110	1	87
Cc1ccc2cc(COC(=O)c3ccco3)c(=O)[nH]c2c1	98	102	11	96	0	101	0	108
O=C(CSc1n[nH]c(-c2cccs2)n1)NC1CCS(=O)(=O)C1 (stereo not drawn)	86	93	3	96	0	86	24	84
CC[n+]1c(/C=C2/C=C(C)CC(C)C2)sc2ccccc21 (stereo not drawn)	98	108	-3	102	4	101	-14	96
O=C1CCCCC1Oc1ccc2ccc(=O)oc2c1 (stereo not drawn)	101	110	-4	106	2	104	15	93
COc1cc2c(cc1OC)C(COc1ccccc1OC)N(C(=O)C(C)C)CC2 (stereo not drawn)	101	102	2	98	36	105	0	102
Cc1nc2cc(-c3cccc(F)c3)nn2c(N2CCN(C(=O)c3ccco3)CC2)c1C	99	99	-3	99	0	106	-8	102
Cc1cc(NC(=O)CCN2CCN(C/C=C/c3ccccc3)CC2)ccc1Br	101	113	-6	105	0	102	0	89
O=C(NCc1cccnc1)c1nc(-c2ccccc2)n(-c2ccccc2)n1	93	98	-2	111	0	.	-8	82
CCCC1=Nc2cc(C(=O)NCCCN3CCOCC3)ccc2Sc2ccccc21	105	114	-4	102	0	106	2	101
COCC1CCN(C(=O)c2cc(COc3ccc(F)cc3F)on2)C1 (stereo not drawn)	92	95	-7	100	0	90	8	101
CN(Cc1ccc(F)cc1)C(=O)c1sccc1-c1ccccc1	97	103	-12	112	0	90	-9	102
O=C(Nc1ccc(Cl)cc1Cl)C1CCCO1 (stereo not drawn)	103	100	-5	101	0	100	9	88
Cc1ccc(C(=O)C[n+]2ccc(Cc3ccccc3)cc2)cc1	97	89	-14	96	0	99	1	91
COc1ccc(/C=C/C(=O)OCC(=O)NCCCc2ccccc2)cc1OC	99	106	0	99	0	109	-5	97
O=C1c2nc3cc(-c4ccccc4)[nH]n3c(=O)c2CN1Cc1ccccc1	100	100	0	103	0	98	10	105
Cc1ccc(-c2nnc(N3CCOCC3)c3ccccc23)cc1S(=O)(=O)NCc1cccnc1	90	97	-35	89	2	93	21	92
CCOC(=O)c1ccc(N2CSC3=C(C#N)C(c4cccs4)CC(=O)N3C2)cc1 (stereo not drawn)	100	90	4	97	0	108	-12	99
Cc1cccn2cc(-c3ccc(F)cc3)cc12	105	103	-1	105	0	107	13	102
(more compounds)
SMILES	AGP1-GFP MLPCN	MEP2 TOR yeast	GASC-1 inh	RPL19A TOR yeast	GRK2 inh	CIT2-GFP yeast	VLA-4 inh	LAP4-GFP MLPCN
CCCCCc1nnc(NS(C)(=O)=O)s1	97	101	-8	101	0	98	-4	91
Cc1ccc(NC(=S)NCc2ccc(F)cc2)cc1	106	100	12	101	2	97	-1	112
CCN(CC)S(=O)(=O)c1ccc(N2CCOCC2)c(NC(=O)C2CCCO2)c1 (stereo not drawn)	95	105	-25	101	0	95	2	101
COc1ccc(OC)c(Nc2nc(-c3sc(NC(=O)c4ccccc4)nc3C)cs2)c1	85	89	-13	99	0	92	-8	107
Cc1noc(C)c1S(=O)(=O)N1CCCC(C(=O)NCc2ccccn2)C1 (stereo not drawn)	100	107	26	98	0	91	10	.
CCOc1ccc(-n2nnc3c(=O)n(CC(=O)Nc4cc(C)on4)cnc32)cc1	101	91	2	96	0	94	7	100
O=C(COC(=O)c1cccnc1Cl)NC(=O)c1ccc(OC(F)F)cc1	99	97	9	96	2	94	0	94
COc1ccc(C(=O)OCc2nc(N)nc(Nc3ccccc3C)n2)cc1OC	104	104	-7	103	0	102	8	92
COc1ccc(CCn2c(-n3nc(C)cc3C)nc3c2c(=O)[nH]c(=O)n3C)cc1	112	108	12	102	0	103	20	118
Cc1cccc(NC(=O)CC23CC4CC(C2)CC(n2nnc(C)n2)(C4)C3)c1	103	110	-3	101	2	101	10	97
CNC(=S)NNC(=O)c1ccccc1Br	95	100	-28	101	4	100	-2	104
COc1cccc(/C=C/C(=O)NNC(=O)c2ccccc2)c1OC	100	98	.	101	0	95	6	95
O=C(N/C=C/c1ccc(Cl)cc1)NCc1ccc(Cl)cc1	107	114	-6	103	3	102	0	121
O=C(Nc1ccccc1)[C@@H]1[C@@H]2C(=O)N(c3ccc(F)cc3)C(=O)[C@@H]2[C@H]2C=CC=NN21	105	94	-32	99	0	93	7	104
CCOC(=O)CNC(=O)c1ccccc1Br	108	97	4	105	2	111	19	104
O=C(C1=C(O)C(=O)N(CCc2ccccc2)C1c1ccncc1)c1cc2ccccc2o1 (stereo not drawn)	88	93	9	97	0	89	-8	96
O=C(COC(=O)c1cc2ccccc2o1)c1ccccc1	108	102	-5	107	0	97	7	111
O=C(NCCc1ccccn1)C1CCN(S(=O)(=O)c2ccc(Cl)cc2)CC1	105	107	-1	104	0	107	-6	99

Arranged by the number under AGP1-GFP MLPCN (low to high): 4 from the list above
SMILES	AGP1-GFP MLPCN	MEP2 TOR yeast	GASC-1 inh	RPL19A TOR yeast	GRK2 inh	CIT2-GFP yeast	VLA-4 inh	LAP4-GFP MLPCN
CCOc1ccc(-n2nnc3c(=O)n(CC(=O)Nc4cc(C)on4)cnc32)cc1	101	91	2	96	0	94	7	100
COc1ccc(C(=O)OCc2nc(N)nc(Nc3ccccc3C)n2)cc1OC	104	104	-7	103	0	102	8	92
O=C(Nc1ccccc1)[C@@H]1[C@@H]2C(=O)N(c3ccc(F)cc3)C(=O)[C@@H]2[C@H]2C=CC=NN21	105	94	-32	99	0	93	7	104
Cc1ccc(NC(=S)NCc2ccc(F)cc2)cc1	106	100	12	101	2	97	-1	112
